# High-throughput results (PubChem BioAssay)
# CASP6 VEID inh – human caspase-6 inhibitors, primary screen, biochemical, VEID-R110 fluorescence, single point, set 2; inhibition, % at 12.5 µM; actives 0.53% (n = 350,000); purified caspase-6, Z-VEID-R110 cleavage fluorescence;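 active = mean inhibition across replicates at least about 35%, with every replicate also reaching that limit, limit read from the data; inconclusive = only one of the two criteria met; inactive = neither criterion met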;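 also: 0% = median of neutral control wells and 100% = no fluorescence left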
# Target sequence (P55212 24-179 limits assumed): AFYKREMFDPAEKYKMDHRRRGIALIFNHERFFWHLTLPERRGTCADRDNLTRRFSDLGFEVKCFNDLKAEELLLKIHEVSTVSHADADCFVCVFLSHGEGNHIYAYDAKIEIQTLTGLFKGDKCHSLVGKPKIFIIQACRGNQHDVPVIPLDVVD
# Target sequence (P55212 194-293 limits assumed): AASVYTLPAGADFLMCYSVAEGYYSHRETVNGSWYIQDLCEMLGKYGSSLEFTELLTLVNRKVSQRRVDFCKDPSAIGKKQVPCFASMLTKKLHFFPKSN
# EWS-Fli inh – EWS/Fli-driven NR0B1 reporter inhibitors, primary screen, A673 cells, NR0B1 luciferase, luminescence, MLPCN library. viability-normalised. inhibition, % at 12.6 µM. actives 0.67% (n = 350,000). AID 651661, 2012;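 active = mean inhibition of at least 50% after viability correction, with every replicate also passing that limit; inconclusive = mean reaches 50% but only one of two replicates passes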;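 also: firefly luciferase signal divided by Alamar Blue viability fluorescence both relative to DMSO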
# PAX8 reporter – inhibitors of PAX8-driven TPO luciferase reporter, primary screen, RMG-I cells, single concentration. SteadyGlo, 24 h. AID 652154, 2013. actives 1.2% (n = 360,000). inhibition, % at 12.6 µM;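 active = mean replicate inhibition at least 60% with every replicate also reaching 60%; inconclusive = only one of the two criteria is met; inactive = mean below 60% and not all replicates reaching 60%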;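 also: luciferase light reporting Pax8 driven TPO promoter activity; plate controls were median of neutral control wells for no effect and mitoxantrone controls for full effect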
# LGR2 inh – inhibitors of bursicon-induced LGR2 CRE-luciferase signal, primary screen, cell-based, HEK293, CRE-luciferase reporter, bursicon stimulation; AID 720647, 2013; bursicon-stimulated, 4 h; inhibition, % at 9.99 µM; actives 0.35% (n = 380,000);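 active = drop in luminescence signal, shown as inhibition above about 50% in the replicate tests, limit read from the data, passing the limit was not always enough; inconclusive = probably only some replicates passing the limit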;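 also: agonist challenge used bursicon conditioned medium at about half maximal strength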
# Cneo AK release – Cryptococcus neoformans cell lysis inducers, primary screen, AK release luminescence, single concentration. actives 0.2% (n = 360,000). C. neoformans lysis, adenylate kinase release luminescence, 4 h; normalised: neutral wells 0, clomiphene wells 100. AID 651654, 2012. lysis activity, % at 15 µM;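 active = mean lysis activity across replicates of at least 80%, whatever share of replicates individually reach that level; inactive = mean lysis activity below 80%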
#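 Material: C. neoformans cells | Amount: Yeast cell density of 5 × 10^6 cells/mL | Medium: Fresh YPD growth medium | Dosing: Single dose | Times: Static 4 h at 37 °C with compound, 1 h detection | Detection: AK luminescence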
# FN deposit inh – inhibitors of fibronectin matrix deposition, primary screen, AH1F cells, Alexa488-fibronectin fluorescence, plate reader; AH1F fibroblasts, overnight; inhibition, % at 12.6 µM; actives 0.086% (n = 350,000);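 active = mean inhibition across replicates of 30% or more, regardless of how many single replicates reach that level; inconclusive = mean under 30% yet at least half of replicates reach 30%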;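 also: positive control wells lacked labelled fibronectin entirely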
#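 Assay system: AH1F fibroblast monolayer, labelled fibronectin deposition. Amount: 10000 cells per well. Also added: labelled fibronectin 24 nM. Compound: single-point pinned compound. Incubation: cell attachment 1 h, compound and FN exposure overnight. Detection: fluorescence after three HBSS washes, excitation 485 nm, emission 525 nm. Read-out: inhibition of fibronectin deposition signal.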
# miR122 inh – miR-122 Renilla sensor signal increase in Huh7, primary screen, miR-122 inhibitor project, cell-based, single point, plate reader | activation (reporter increase), % at 12.5 µM | actives 0.3% (n = 340,000) | Huh7 miR-122 Renilla luciferase sensor, 48 h; neutral wells = 0, positive control = 100 | AID 602342, 2012;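 active = mean replicate activation score at least 90 and every replicate individually at or above 90; inconclusive = only one of the two criteria met; inactive = neither criterion met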;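 also: higher luciferase means less miR-122 activity so hits act as miR-122 inhibitors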
# PGC1a acetyl inh – inhibitors of PGC1a acetylation signal, primary screen, cell-based, U2OS, AlphaScreen, inhibitor mode. AlphaScreen anti-acetyl-lysine; with virally co-expressed GCN5 acetyltransferase. inhibition, % at 15.6 µM. actives 0.17% (n = 350,000);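 active = every replicate shows inhibition of at least 40%; inconclusive = mean inhibition at least 40% but some replicate below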;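 also: 0% = neutral control wells and 100% = positive control wells; some results beyond the cut were filed as inactive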
# The depositor's hits bear a star; ? = inconclusive; . = not tested or not shown; [ ] = remark or other dose.
SMILES,CASP6 VEID inh,EWS-Fli inh,PAX8 reporter,LGR2 inh,Cneo AK release,FN deposit inh,miR122 inh,PGC1a acetyl inh
Cc1cc(C)n(CCc2nc(-c3ccc(-c4ccccc4)cc3)cs2)n1,10,-60,-82,-50,-3,-7,-3,0
N#C/C(=C\c1ccccc1Br)C(=O)NC1CC1,3,1,-6,17,1,13,.,.
O=C(O)c1ccc(NC(=S)NC(NC(=O)c2ccco2)C(Cl)(Cl)Cl)cc1 (configuration not stated),.,.,1,.,2,4,-2,8
CN(/N=C/c1ccc([N+](=O)[O-])o1)c1ccccc1,-3,-50,-21,3,.,.,-3,-11
O=C(C[C@H]1CC[C@H]2[C@@H](COC[C@H](O)CN2Cc2nccs2)O1)NCc1ccccc1F,0,-3,4,-11,0,1,12[16.7 µM],-1
CCCCOc1cccc(C(=O)NC(=S)Nc2cccc(C(F)(F)F)c2)c1,.,.,-11,12,-1,2,-8,7
O=C(COc1ccccc1)NCC(=O)Nc1cccc(S(=O)(=O)NC2=NCCC2)c1,5,4,4,10,1,10,-2,8
Cc1ccc(NC(=S)NCCc2ccc(S(N)(=O)=O)cc2)cc1C,.,.,-13,0,1,2,-2,-4
COc1ccc(NC(=O)c2ccc3c(c2)C(=O)N(Cc2ccncc2)C3=O)cc1S(N)(=O)=O,-1,-1,11,8,-4,7,-3,-1
COCC#Cc1ccc([C@@H]2[C@@H](CO)N3CCCCN(S(=O)(=O)c4cccc(OC)c4)C[C@H]23)cc1,.,.,-1,0,-2,.,3[16.7 µM],-1
O=C(NC1CCCCC1)c1ccc(-c2ccccc2F)o1,1,-1,-66,-65,-20,0,.,-2
O=C1C(=Cc2cn(-c3ccccc3)nc2-c2ccc(OCc3ccccc3)cc2)SC(=S)N1CCS(=O)(=O)O,75*,11,-7,11,-2,25,-1,.
NC(=S)NN=C1CCC2(CCCCC2)CC1,0,31,3,33,.,2,6,6
COc1ccccc1C(=O)COC(=O)CSCC(=O)Nc1cc(C)on1,1,3,25,1,.,-5,-3,-8
N/C(=N\OC(=O)Cc1ccccc1[N+](=O)[O-])c1ccncc1,-5,-2,-7,-6,0,-2,2,16
COc1ccc(NC(=O)CCNC(=O)Cn2cnc3ccccc3c2=O)c(OC)c1,.,.,12,.,-3,-5,0,0
O=[N+]([O-])c1ccc(N2CCN(C(=S)Nc3ccccc3)CC2)cc1,13,-10,3,24,.,-5,.,.
COCC#Cc1ccc2c(c1)O[C@H](CN(C)Cc1cncnc1)[C@@H](C)CN([C@@H](C)CO)S2(=O)=O,1,-1,.,4,-6,-13,14[16.7 µM],8
CCC(C)NC(=O)C1CCC(CNS(=O)(=O)c2ccc3c(c2)CC(C)N3C(C)=O)CC1 (configuration not stated),-4,7,-13,-10,-2,4,-3,2
Cc1cc2c3c(c1C)C1(C(=O)N3C(C)(C)CC2C)C(C#N)=C(N)Oc2n[nH]c(C)c21 (configuration not stated),3,-9,.,3,3,.,7,11
O=C(Cc1cccc2ccccc12)N/N=C/c1ccncc1,1,13,12,3,.,.,.,2
O=C(Nc1cccc(F)c1)N1CCCCN2[C@H](CO)[C@H](c3ccc(C#Cc4ccccc4)cc3)[C@H]2C1,0,73*,?,23,4,.,-16[16.7 µM],-21
COc1ccc(NC(=O)c2cccc(S(=O)(=O)N3CCc4ccccc43)c2)c(OC)c1,1,7,2,19,-2,-17,-6,6
CCCC#Cc1cnc2c(c1)C(=O)N([C@@H](C)CO)C[C@H](C)[C@@H](CN(C)S(C)(=O)=O)O2,-3,-7,.,12,2,-17,-6[16.7 µM],0
Cc1ccc(C(=O)Nc2ccc(S(=O)(=O)N3CCCC3)cc2)o1,2,1,-4,-15,1,-3,.,.
SMILES,CASP6 VEID inh,EWS-Fli inh,PAX8 reporter,LGR2 inh,Cneo AK release,FN deposit inh,miR122 inh,PGC1a acetyl inh
C[C@H](CO)N1C[C@H](C)[C@@H](CN(C)Cc2ccc(C(F)(F)F)cc2)Oc2ccc(NC(=O)Nc3ccc(F)cc3)cc2C1=O,-1,1,11,-1,5,.,-6[16.7 µM],-5
O=C(COC(=O)c1ccccc1Nc1ccccc1)NCc1ccccc1,.,.,.,16,1,.,0,8
NNC(=O)C(=O)/C=C1\NC2(CCCC2)Cc2ccccc21,-7,12,-25,6,2,1,-2,-9
COc1ccc(NC(=O)CCc2c(C)nc3nc(CNC(=O)c4cccc(F)c4)nn3c2C)cc1OC,-5,.,-7,-2,0,-3,-5,0
C[C@@H]1CN([C@@H](C)CO)C(=O)c2cc(/C=C/c3ccccc3)cnc2O[C@H]1CN(C)C(=O)Nc1ccc(C(F)(F)F)cc1,0,2,.,11,-15,-5,.,-2
CSc1ccc(CCNC(=O)c2cc(C)nn2-c2ccccc2)cc1,3,20,-9,-4,0,0,-12,-11
Cc1cnn(CCC(=O)NNC(=S)Nc2ccc(F)cc2)c1,.,.,3,.,6,1,6,-1
O=C(CN1CCCCC1)NCCNC(=O)CN1CCCCC1,.,.,.,.,-4,24,-7,3
COc1cc(S(=O)(=O)NCCCn2ccnc2)ccc1F,-2,8,-4,0,2,3,15,3
COC(=O)[C@@]1(C)[C@H]2C(=O)N(C)C(=O)[C@H]2[C@H]2CN=C(SCc3ccc(Cl)cc3)N21,-12,-6,4,-4,9,3,1,4
Cc1cccc(C(C)Nc2ccc([N+](=O)[O-])cn2)c1 (configuration not stated),.,.,8,.,0,-5,-5,-9
O=C(Nc1cc(S(=O)(=O)N2CCCC2)ccc1Cl)c1cc(F)c(F)c(F)c1F,-3,20,-9,7,3,-3,4,-14
CC1CC(C)CN(C(=O)c2cc(-c3ccncc3)nc3ccccc23)C1 (configuration not stated),-75,8,15,11,2,0,.,.
CCNC(=O)[C@@H]1[C@@H](CO)[C@@H]2Cn3c(cccc3=O)[C@@H]2N1C(=O)CC1CC1,3,9,-8,-5,7,2,2[16.7 µM],.
CC(c1nc2ccccc2c(=O)[nH]1)N1CCCN(S(=O)(=O)c2ccc(F)cc2)CC1 (configuration not stated),-5,7,8,-21,-2,0,0,-2
COc1ccc(C(=O)CC2OC(=O)c3c2ccc(OC)c3OC)cc1 (configuration not stated),.,.,.,.,0,6,6,-2
CCOC(=O)N1CCC(NC(=O)c2ccc3c(c2)N=C(CC)c2ccccc2S3)CC1,-4,.,30,6,3,-8,-2,-5
O=c1nc2s/c(=C\c3ccc(-c4ccccc4[N+](=O)[O-])o3)c(=O)n2nc1-c1ccccc1,39*,8,-9,15,.,4,-7,.
CC(=O)NC(=S)Nc1cccc2c(C)cc(C)nc12,-1,-18,-8,-8,.,1,.,.
NS(=O)(=O)c1ccc(NC(=O)Cn2ncc3c2-c2ccccc2OC3)cc1,-3,-6,19,-9,-1,0,-2,-1
CCOC(=O)C1=C(c2ccccc2)NC(=O)NC1c1ccc(OC)cc1 (configuration not stated),-1,3,13,-8,.,-12,.,.
COc1ccccc1CN1CCN(Cc2nc(-c3ccc(C)cc3)oc2C)CC1,-1,7,10,.,5,-11,-1,-3
CC1(C(=O)NS(=O)(=O)c2ccccc2)CCN1C(=O)Cc1ccc(Cl)cc1Cl (configuration not stated),5,5,2,13,3,-3,-2,17
CCOc1ccccc1C(=O)NCCCN1CCN(CCCNC(=O)c2ccccc2OCC)CC1,.,.,-7,.,-2,.,4,2
COCC(=O)N1CCC(Oc2ccc(C(=O)NCc3cnc(C)cn3)cc2)CC1,.,7,1,-1,.,.,.,-5
SMILES,CASP6 VEID inh,EWS-Fli inh,PAX8 reporter,LGR2 inh,Cneo AK release,FN deposit inh,miR122 inh,PGC1a acetyl inh
CCN(CC)C(=O)C1=C(C)N(Cc2ccc(OC)cc2)C(=O)C(CC(=O)NCc2ccco2)C1 (configuration not stated),2,-7,-5,-5,2,-15,-7,5
Cc1cc(C)c(N)cc1C,5,4,.,-1,-1,.,-5,-22
CCN(CC)CCCNC(CC(=O)Nc1cccc([N+](=O)[O-])c1)C(=O)O (configuration not stated),-23,14,23,3,-1,11,-2,3
CCCc1c(-c2ccc(F)cc2)ncn1Cc1ccccc1OC,1,19,27,4,.,7,.,.
Cc1nc(CN2CCN(S(=O)(=O)c3c(Cl)cc(Br)cc3Cl)CC2)cs1,3,11,-7,12,.,.,.,.
Cc1ccc(C(=O)N/C(=C\c2sccc2C)C(=O)NCCCN2CCOCC2)cc1,-4,-1,5,-9,-9,-15,.,.
COC(=O)c1sc(S(=O)(=O)Nc2ccc(C)c(C)c2)c(C(=O)OC)c1C,-1,-4,-9,-7,.,-17,.,.
CO[C@@H]1CN(C)C(=O)c2cc(NS(=O)(=O)c3cccc(C)c3)ccc2OC[C@@H](C)N(C(=O)Cc2cccnc2)C[C@H]1C,-4,4,4,-5,-1,-10,.,0
COCCCNC(=O)C1CCCN(S(=O)(=O)c2ccc(C)cc2)C1 (configuration not stated),.,.,.,16,-2,.,-1,-17
CN(C)CCCNC(=O)C(=O)NCC1OCCN1S(=O)(=O)c1cc(F)ccc1F (configuration not stated),-171,.,-11,15,0,.,-9,0
CC(C)NC(=O)Nc1ccc2c(c1)C(=O)N([C@H](C)CO)C[C@@H](C)[C@@H](CN(C)C(=O)Nc1ccc(F)cc1)O2,.,-17,-10,-5,.,-1,-1[16.7 µM],9
CC(=O)N1CCCCN2[C@H](C1)[C@H](c1ccc(-c3cccc(C)c3)cc1)[C@@H]2CO,-2,7,74*,-1,1,.,-8[16.7 µM],-10
O=C(/C=C/c1ccc2c(c1)OCO2)c1ccc(F)cc1,-1,-48,-60,-44,-1,-52,-8,.
Cc1ccc(OCC(=O)NN=C2c3ccccc3-c3ccccc32)cc1,-5,12,.,4,0,.,14,4
O=C1Nc2ccccc2C1=NN1CCCCCC1,3,-2,5,-6,-1,2,-3,.
Cc1cccc(C(=O)NCCCNC(=O)c2cccc(C)c2)c1,-4,5,11,9,4,1,4,7
Cc1ccc(Cl)cc1N1CCN(S(=O)(=O)c2ccc3[nH]c(=O)ccc3c2)CC1,-2,1,-5,16,0,-5,.,.
Cc1nn(C)c(C)c1NC(=O)Nc1ccc(Cl)c(Cl)c1,-4,-5,3,13,-25,4,2,-2
O=C(CCCN1C(=O)/C(=C/c2ccc(F)cc2)SC1=S)Nc1ccc(C(=O)O)cc1,1,9,19,-17,0,4,.,-1
COc1cccc(COC(=O)c2nn(-c3ccccc3)nc2N)c1,-1,10,-11,31,-2,2,-4,-1

# Compound profiles (already shown):
# Results for Cc1ccc(NC(=S)NCCc2ccc(S(N)(=O)=O)cc2)cc1C = CASP6 VEID inh = .; EWS-Fli inh = .; PAX8 reporter = -13; LGR2 inh = 0; Cneo AK release = 1; FN deposit inh = 2; miR122 inh = -2; PGC1a acetyl inh = -4
# Results for Cc1ccc(OCC(=O)NN=C2c3ccccc3-c3ccccc32)cc1 = CASP6 VEID inh = -5; EWS-Fli inh = 12; PAX8 reporter = .; LGR2 inh = 4; Cneo AK release = 0; FN deposit inh = .; miR122 inh = 14; PGC1a acetyl inh = 4
